# CaV13 FRET inh – Primary screen for inhibitors of IQ motif and Ca2+-dependent inactivation inhibitor domain binding in CACNA1D, Förster resonance energy transfer in living cells, … | HEK cells, CFP/YFP FRET ICDI-IQ, plate reader, 10 min; percent FRET-ratio fall versus neutral wells | inhibition, % at 12.3 µM | actives 0.098% (n = 340,000);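 active means mean replicate inhibition of at least 30% and at least 1% of replicates passing that level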;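 further: 0% = median of the neutral control wells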
# PDI turbidity – inhibitors of human protein disulfide isomerase | P07237 | PDI insulin aggregation turbidity, A650, 90 min | inhibition, % at 10 µM | actives 0.052% (n = 350,000);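 active means mean inhibition across replicates of 30% or more, whatever share of single replicates reach that level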;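 further: absorbance from insulin aggregation driven by PDI reduction with DTT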
# Target sequence (P07237 whole entry, looked up): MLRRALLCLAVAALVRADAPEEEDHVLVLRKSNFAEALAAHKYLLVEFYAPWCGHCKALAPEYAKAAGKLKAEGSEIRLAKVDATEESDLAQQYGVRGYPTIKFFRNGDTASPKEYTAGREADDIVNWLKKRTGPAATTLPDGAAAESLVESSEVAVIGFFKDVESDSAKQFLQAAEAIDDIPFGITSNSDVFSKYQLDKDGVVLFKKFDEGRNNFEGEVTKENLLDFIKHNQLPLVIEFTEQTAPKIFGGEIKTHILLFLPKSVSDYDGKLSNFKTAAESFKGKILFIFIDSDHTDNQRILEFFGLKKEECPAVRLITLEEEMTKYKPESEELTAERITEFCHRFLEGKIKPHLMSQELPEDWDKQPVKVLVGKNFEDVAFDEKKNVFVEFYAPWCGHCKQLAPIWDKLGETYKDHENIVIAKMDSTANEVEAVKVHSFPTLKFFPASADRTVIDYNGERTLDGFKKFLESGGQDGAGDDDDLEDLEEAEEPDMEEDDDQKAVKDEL
# Vif imaging – HIV Vif inhibition | HEK293T cells, Vif self-association by quenched fluorescence, imaging, 24 h | inhibition, % at 7.49 µM | actives 0.35% (n = 340,000); in the data active means inhibition above about 50%, passing the limit was not always enough; further: some results filed as inactive read as strong as hits
# Peg3 promoter – reduces Peg3 promoter-driven luciferase expression in HeLa. HeLa PEG-Prom luciferase reporter, luminescence, overnight. actives 1.7% (n = 360,000). inhibition, % at 20 µM;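 active means inhibition of at least 50% at 20 µM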
# MITF TRPM1 inh – MITF TRPM1 promoter inhibition in SK-MEL-5 cells. SK-MEL-5 TRPM1 promoter luciferase, 24 h. inhibition, % at 12.5 µM. actives 0.83% (n = 330,000). AID 488899;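 active means mean inhibition across replicates of 60% or more, whatever share of single replicates reaches that level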; further: values of inactives mirror those of a sister screen read the other way
# HIF-2a block – HIF-2a inhibition | 786-0 RCC cells HIF-2a reporter, luciferase luminescence, overnight | inhibition, % at 18.8 µM | actives 0.72% (n = 360,000) | AID 624352;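 active means inhibition of the luminescence signal of 40% or more relative to plate controls, in a single-dose primary screen at 18.75 µM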
# CF NFkB inh – cystic fibrosis NF-kB activation inhibition; actives 0.86% (n = 360,000); inhibition, % at 5 µM; KKLEB NF-kB-GFP reporter, PAF-induced, GFP fluorescence overnight;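 active means at least 50% inhibition at 5 µM, scaled per plate between neutral and stimulator controls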;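 further: PAF is a Pseudomonas aeruginosa culture filtrate used as stimulus; plate controls were PAF-stimulated DMSO wells for no effect and unstimulated DMSO wells for full effect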
# Shn3 3UTR inh – Schnurri-3 reporter inhibition in Clone20 osteoblasts | Clone20 osteoblast Shn3 3'UTR firefly luciferase, 24 h | inhibition, % at 12.5 µM | actives 0.52% (n = 360,000);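 active means mean inhibition of at least 75% with every replicate also reaching 75%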;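 further: 0% = median of neutral control wells and 100% = pilot-screen positive control compound; some compounds past the cut are filed as inactive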
# KKLEB cytotox – counter-screen for CF NF-kB inhibitors: cytotoxicity; KKLEB CF airway cells viability, ATPlite luminescence, overnight; hits give low values; cells stimulated with P. aeruginosa culture filtrate; actives 0.36% (n = 360,000); activity change (cytotoxicity), % at 5 µM;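 active means corrected activity change at or below -50% at 5 µM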
# NR2E3 ag-1 – agonists of human NR2E3 nuclear receptor; Q9Y5X4; CHO-S Gal4-NCOR/VP16-NR2E3 two-hybrid, luciferase; inhibition of corepressor binding, % at 3.98 µM; actives 0.35% (n = 360,000); AID 602229;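 active means inhibition above the mean of all tested compounds plus 3 SD, cut at about 70% in these data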;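 further: 0% = DMSO with NR2E3 transfected cells and 100% = cells lacking NR2E3 construct; higher means lower luciferase signal from less NR2E3 corepressor binding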
# Target sequence (Q9Y5X4 whole entry, looked up, the tested form may be a part): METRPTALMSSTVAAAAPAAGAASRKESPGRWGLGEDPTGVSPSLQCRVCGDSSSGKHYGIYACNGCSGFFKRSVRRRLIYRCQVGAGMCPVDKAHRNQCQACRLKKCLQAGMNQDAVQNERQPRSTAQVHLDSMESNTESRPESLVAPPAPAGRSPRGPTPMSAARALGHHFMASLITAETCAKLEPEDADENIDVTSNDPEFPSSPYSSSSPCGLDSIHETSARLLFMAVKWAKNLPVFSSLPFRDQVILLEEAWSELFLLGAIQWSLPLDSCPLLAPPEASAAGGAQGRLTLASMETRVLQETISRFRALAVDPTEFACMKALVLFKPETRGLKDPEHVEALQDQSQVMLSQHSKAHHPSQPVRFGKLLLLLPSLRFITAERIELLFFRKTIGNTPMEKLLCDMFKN
# NR2E3 ag-2 – activates human photoreceptor nuclear receptor NR2E3; Q9Y5X4; GST-NR2E3/biotin-RetCOR TR-FRET, 1536-well; AID 2300; actives 0.12% (n = 320,000); inhibition of corepressor binding, % at 4.78 µM;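 active means percent inhibition above the cutoff of mean plus 3 SD of all tested compounds, set per screening campaign, cut at about 20% in these data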;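 further: 0% = DMSO wells and 100% = biotin wells as full block of FRET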
#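 Material: NR2E3–RetCOR corepressor complex / Amount: 1.35 nM GST-NR2E3 / Medium: Tris pH 7.5 / Compound: single nominal compound dose of 4.8 µM / Incubation: 5 h at 4 °C / Technique: TR-FRET, Eu(K)-anti-GST donor, streptavidin-D2 acceptor, ex 340, em 617/671 nm / Read-out basis: percent loss of FRET ratio relative to control wells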
# * hit, by the source's call; / = no result given.
SMILES,CaV13 FRET inh,PDI turbidity,Vif imaging,Peg3 promoter,MITF TRPM1 inh,HIF-2a block,CF NFkB inh,Shn3 3UTR inh,KKLEB cytotox,NR2E3 ag-1,NR2E3 ag-2
Cc1ccc(C)c(NC(=O)C2C(c3ccccc3)C2(Cl)Cl)c1 (configuration not stated),/,-3,-1,22,1,19,-8,29,-3,4,0
CCOC(=O)c1c(S(=O)(=O)NCC(=O)Nc2ccccc2OC)c(C)n(C)c1C,-2,3,13,-6,5,10,-4,8,9,-24,-2
COc1ccc(C)cc1-n1c(C)cc(C=O)c1C,6,-2,9,0,-10,4,14,-8,10,-31,7
O=C(NCc1ccc(Cl)cc1)C1CCCN(C(=O)c2ccc(Cl)cc2)C1 (configuration not stated),-6,18,3,16,2,9,-5,3,6,-8,3
CN(Cc1ccccc1)C(=O)c1ccc(Nc2nc(C(N)Cc3ccc(C(F)(F)F)cc3)cs2)nc1 (configuration not stated),-9,1,13,95*,/,-5,29,25,-20,25,/
COc1cccc(N2C(=O)CN(Cc3ccccc3)C2=S)c1,-19,6,7,-15,13,-19,-2,3,-6,-7,-4
Cc1ccc(C)c(NC2=C(Cl)C(=O)OC2OC(=O)c2ccco2)c1 (configuration not stated),-7,2,1,15,-1,5,29,-10,-38,-18,3
CCCc1noc(-c2ccc(-c3ccccc3)cc2)n1,-3,-5,1,-291,-101,-212,-17,-89,10,-101,2
COc1ccc(-n2c(C)cc(C(=O)CSc3nn4c(=O)c(C(C)(C)C)nnc4s3)c2C)cc1,-6,-10,-3,-2,7,19,-14,4,-13,-4,-3
C#CCOc1ccc(/C=N/NC(=O)c2cccnc2)cc1OCC,-2,-3,-1,4,2,8,-10,-10,-5,-34,2
O=C(CN1C(=O)NC2(CCCCC2)C1=O)Oc1ccc2c(C(F)(F)F)cc(=O)oc2c1,-88,10,-4,17,0,2,19,2,1,21,-2
Cc1ncc([N+](=O)[O-])n1CC(=O)N/N=C/c1ccccc1F,-6,1,-13,-3,7,10,1,11,-1,-6,3
CC1CN(c2nc3ccccc3cc2-c2ccccc2)CC(C)O1 (configuration not stated),-5,2,20,18,14,18,7,5,2,-9,0
CC(=O)Nc1cc(-c2ccccc2Cl)cn2c(-c3ccc(S(C)(=O)=O)cc3)cnc12,-5,2,-4,5,/,13,11,6,-10,-16,/
Cc1cc(C)nc(N2CCC(C(=O)NCC3CCCCC3)CC2)n1,-8,0,6,7,7,9,-6,-2,6,-27,/
O=C(Cn1nnc2ccccc21)OCC(=O)c1ccc(F)cc1,-20,-5,-3,8,-19,12,9,6,-6,15,-4
C/C=C\C=C/C(=O)Nc1cccc(C2=NOC3(C2)C[C@@H](C(N)=O)N(C(=O)CCCCC)C3)c1 (some centres not stated),-14,12,-6,-8,0,0,-5,-129,-14,-3,-1
COc1ccc(CN2C(=NC(=O)c3ccccc3)SC3CS(=O)(=O)CC32)cc1 (configuration not stated),-4,-9,3,17,-4,10,32,8,-17,-21,1
CCn1c(Cc2ccccc2)nnc1SCC(=O)Nc1nc2ccccc2s1,-5,-2,8,-7,-5,-9,-5,2,0,-13,5
O=C1CCN(CC2CCCCC2)C=C1C(=O)c1ccccc1,-3,0,/,4,-7,-18,-4,2,6,-53,/
O=[N+]([O-])c1cccnc1Oc1ccc(OCc2ccccc2)cc1,-19,5,-16,-155,-66,-209,6,-56,-7,-68,-1
COC(=O)c1ccc(C(=O)NC(=S)Nc2nc3c(s2)CCCC3)cc1,-5,0,0,-193,-5,-61,5,-52,4,-39,0
COC(=O)C(C)Sc1ccc2nnc(-c3cccc(F)c3)n2n1 (configuration not stated),-5,1,33,9,/,15,27,-9,-3,11,6
CC1(c2ccccc2)NC(=O)N(CC(=O)NCCC2=CCCCC2)C1=O (configuration not stated),-5,-1,-4,14,1,16,1,-3,-5,-11,5
C[C@H]1CN([C@@H](C)CO)C(=O)CCCn2cc(nn2)CO[C@@H]1CN(C)C(=O)C1CCCCC1,-5,2,-2,2,/,-4,-2,-15,2,-15,/
c1ccc(-c2cnn3nnnc3n2)cc1,-5,-1,11,7,0,17,3,15,-1,-25,-4
O=C(Nc1ccc(F)cc1)c1ccc(=O)[nH]n1,-5,14,4,-19,-4,6,-7,-6,7,-14,2
O=C(O)COCC(=O)Nc1ccc2c(c1)oc1ccccc12,-13,-31,-4,1,-1,10,-6,0,-2,-20,/
O=C(CCN1CCN(C/C=C/c2ccccc2)CC1)Nc1ccccc1Cl,-2,13,39,8,6,12,-2,-7,0,2,-1
CCS(=O)(=O)N1Cc2ccccc2CC1C(=O)N(C)CC(=O)Nc1cccc(F)c1 (configuration not stated),-4,9,-4,-31,-6,-115,-10,-57,-8,-16,-2
COCCn1cnc2c1c(=O)n(CC(=O)NC(=O)NC(C)(C)C)c(=O)n2Cc1ccccc1,-16,4,-6,23,-13,14,2,-3,-3,-2,/
CC(=O)Nc1ccc(Nc2cc(C)c3ccccc3n2)cc1,0,0,-4,-53,-5,-121,-24,5,-14,-32,-1
COc1ccc(CCNCC(=O)N2C(C)CCCC2C)cc1OC (configuration not stated),1,-1,16,10,-4,17,-5,22,5,-7,-2
CCCC(=O)NCCc1cc2c(C)ccc(C)c2[nH]c1=O,-6,1,/,4,-15,-3,-8,4,-1,-20,4
O=C(COC(=O)c1ccc(S(=O)(=O)NCc2ccco2)cc1)NCc1ccccc1,-6,-9,1,1,6,15,12,-19,-4,-12,/
NC(=O)C1CCN(c2nc(-c3ccc(Br)cc3)cs2)CC1,-5,1,0,-324,-8,-151,-2,-4,4,-190,-1
NC(=O)c1sc2nnc(-c3ccccc3)c(-c3ccccc3)c2c1N,-28,6,0,13,1,17,32,32,-17,-1,-1
Cc1ccc(C)c(NC(=O)CN(C)C(=O)CN2C(=O)C3CCCCC3C2=O)c1 (configuration not stated),-4,-3,-1,4,1,-3,-16,-8,4,6,2
COc1ccc(NC(=O)Cn2c3ccccc3c3nc4n(c(=O)c32)CCS4)cc1OC,-3,4,20,3,8,8,-46,36,14,11,-3
COc1ccc(CCC(=O)NC(C)C)cc1,-3,-8,5,-1,-2,12,3,-6,10,3,-1
CCn1cc(CNC(=O)C2C3CCC(C3)C2C(=O)O)cn1 (configuration not stated),-5,-5,-10,13,1,12,-8,-7,3,-8,0
Cc1nc2ccccn2c1C(=O)N/N=C/c1ccccc1,-5,1,-1,-8,-12,-10,-18,0,2,8,1
CC(=O)Nc1cccc(C(=O)NC(C)c2ccc(S(N)(=O)=O)cc2)c1 (configuration not stated),-5,3,17,10,1,11,6,-18,-29,-23,3
O=C(O)c1cc(N2C(=O)C3C4C=CC(C4)C3C2=O)ccc1N1CCOCC1 (configuration not stated),-1,4,-1,3,-2,14,-3,8,20,-20,1
Cc1ccc(C)c(-n2c(N)c(C(N)=O)sc2=S)c1,-5,-1,7,18,8,7,6,2,5,-16,1
CC(C)(C)n1nnnc1C(c1cccs1)N(Cc1cccnc1)Cc1ccccc1Cl (configuration not stated),-8,1,-6,16,6,3,-15,-8,1,-23,1
CCC(=O)c1c[nH]c(C(=O)NCCCN2CCOCC2)c1,/,-5,4,-3,5,11,-9,-11,2,-16,-2
CCOc1ccccc1N1CC(C(=O)Nc2ccc(S(=O)(=O)N3CCCCC3)cc2)CC1=O (configuration not stated),-6,14,3,31,9,-8,22,27,0,-7,0
COc1cccc(N2[C@@H](CC(=O)O)c3ccccc3S2(=O)=O)c1,-11,2,-5,10,3,13,-23,1,8,-8,4
CC1=C(CC(=O)O)c2cc(F)ccc2C1=Cc1ccc(S(C)(=O)=O)cc1,-6,4,-4,9,2,3,8,-3,-12,1,3
Cc1cccn2c(=O)c3cc(C(=O)N4CCCC(C)C4)sc3nc12 (configuration not stated),-4,-7,-1,-196,-25,-136,12,-62,-6,-36,-1
Cc1ccc(NC(=O)CN2C(=O)N/C(=C/c3ccc(C)s3)C2=O)cc1,-9,-6,6,-9,-2,-57,6,4,10,-119,2
CCOC(=O)N1CCN(S(=O)(=O)c2ccc(C(=O)N(CCCN(C)C)c3nc4ccc(Cl)cc4s3)cc2)CC1,-1,-3,29,17,53,5,4,16,-17,3,-1
Cc1cc(C(=O)NC2CCC(C)CC2)c(C)o1 (configuration not stated),-3,-8,0,-259,-90,-193,-25,-156,-15,-144,1
Cc1ccc2cc(CN(CCN3CCOCC3)Cc3nnnn3Cc3ccco3)c(=O)[nH]c2c1C,/,-1,-4,-1,2,3,-31,10,8,2,/
COc1ccccc1C(=O)NNC(=O)CCCN1C(=O)/C(=C/c2cccs2)SC1=S,-16,10,-3,6,18,37,26,19,-35,-11,-2
C1CC1Cc1noc(CN2CCN(C3C4CC5CC(C4)CC3C5)CC2)n1 (configuration not stated),-17,2,2,-9,3,0,-16,-11,7,-4,1
O=C1CSC(c2ccccc2[N+](=O)[O-])N1c1cccc(F)c1 (configuration not stated),-2,0,-2,-21,-6,-3,4,4,7,-16,-3
Cc1ccc2cc(NC(=O)Cc3ccccc3)ccc2n1,-3,3,-8,-327,-81,-262,-2,-132,4,-119,0
Cc1nnc(SCc2nnc(-c3ccccc3Br)o2)n1-c1ccccc1,/,-5,-2,4,-2,-1,21,-9,-2,-15,-3
# Additional compounds
SMILES,CaV13 FRET inh,PDI turbidity,Vif imaging,Peg3 promoter,MITF TRPM1 inh,HIF-2a block,CF NFkB inh,Shn3 3UTR inh,KKLEB cytotox,NR2E3 ag-1,NR2E3 ag-2
CC1CCC(NC(=O)C2CCC(CNS(=O)(=O)c3cccc4nsnc34)CC2)CC1 (configuration not stated),-6,6,-6,23,/,15,3,8,-11,-5,1
Cn1nc(C(F)(F)F)c(C(=O)Nc2ccc(F)cc2F)c1Sc1ccc(C(F)(F)F)cc1,-8,3,3,6,4,-18,5,-22,11,13,0
CCOc1ccccc1CNc1nc2ccccc2n1C,-1,4,-3,-25,-11,-37,-8,-3,-5,20,-1
Cc1c(O)ccc(C(=O)CN2CCN(c3ccccc3)CC2)c1O,-17,10,-9,-18,-4,-1,3,12,20,23,1
CN(CC(=O)Nc1ccc(N2CCOCC2)cc1)Cc1c(O)ccc2ccccc12,0,14,-2,3,11,-4,12,4,-4,-16,-1

# Two entries drawn at random from the list so far:
SMILES,CaV13 FRET inh,PDI turbidity,Vif imaging,Peg3 promoter,MITF TRPM1 inh,HIF-2a block,CF NFkB inh,Shn3 3UTR inh,KKLEB cytotox,NR2E3 ag-1,NR2E3 ag-2
CC1CCC(NC(=O)C2CCC(CNS(=O)(=O)c3cccc4nsnc34)CC2)CC1 (configuration not stated),-6,6,-6,23,/,15,3,8,-11,-5,1
Cc1c(O)ccc(C(=O)CN2CCN(c3ccccc3)CC2)c1O,-17,10,-9,-18,-4,-1,3,12,20,23,1

# Compound activity (PubChem)
